NSD2 HMT inh: inhibitors of human histone methyltransferase NSD2. O96028. NSD2 peptide methylation, AlphaScreen, 120 min. inhibition, % at 12.5 µM. 0.54% of 310,000 active; in the data active means inhibition above about 50%
RTF Ca sens inh: cardiac RTF calcium desensitization; P19429+P45379; IANBD-labeled cardiac RTF, Ca2+ fluorescence; inhibition, % at 7.15 µM; 0.12% of 340,000 active;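 active means inhibition above the mean inhibition of all tested compounds plus 3 SD, cut at about 17% in these data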;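 further: assay run at fixed EC70 calcium of 1.6 mM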
CAL PDZ FP-1: inhibitors of human CAL PDZ peptide binding | purified CAL PDZ, TMR-peptide fluorescence polarization, 1 h | AID 504414 | Q9HD26 | 0.02% of 330,000 active | inhibition, % at 20 µM;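 active means highest replicate inhibition of at least 40%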;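 further: plate controls were DMSO neutral control wells for no effect and unlabeled competitor peptide control wells for full effect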
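Material: tagged CAL PDZ domain; buffer or medium: 25 mM sodium phosphate pH 7.4, 150 mM NaCl, TCEP, IgG, Thesit; compound dosing: single point, 20 µM; schedule: 1 h incubation at room temperature before polarization reading; measured by: FP readout, S and P plane fluorescence; read-out basis: percent inhibition from loss of millipolarization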
CAL PDZ FP-2: inhibitors of human CAL PDZ peptide binding; AID 602252; purified CAL PDZ, TMR-peptide fluorescence polarization, 1 h; 0.92% of 300,000 active; inhibition, % at 24.9 µM; Q9HD26;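 active means mean inhibition of at least 30% with at least half of replicates also reaching 30%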;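 further: 0% = DMSO neutral control and 100% = excess unlabeled competitor peptide PRC23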
Arrestin-AP2 inh: human beta-arrestin and AP2 interaction inhibition. FITC-arrestin peptide / GST-AP2 beads, flow cytometry; AP2 beta2 appendage carries R879A mutation. inhibition, % at 10 µM. 0.31% of 340,000 active. AID 504490;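 active means inhibition above a set limit, near 3 SD of compounds lacking own fluorescence, cut at about 54% in these data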;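 further: plate controls were DMSO wells for no effect and 5 µM unlabelled arrestin peptide for full effect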
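Test system: GST-tagged AP2 beta2-adaptin appendage (R879A) on 4 µm glutathione beads; also added: fluorescein-tagged arrestin peptide at 50 nM final; timing: 12 min plus 1 h, RT; signal: flow cytometry, FL1 (488/535 nm); read-out: percent drop in bead-associated FITC signal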
V-ATPase pH: regulators of yeast V-ATPase proton transport. S. cerevisiae, pHLuorin cytosolic pH fluorescence. response, % at 10 µM. AID 504577. 0.37% of 350,000 active; in the data active means response mostly above about 7.3%, no sharp cut-off; inactive means mostly below about 5.4%; further: actives read high; inactives centre near 0; some compounds called inactive have numbers as strong as hits; reference of the scale not given here
Pemphigus Ab inh: human desmoglein-3 autoantibody binding inhibition; P32926; DSG3-coupled beads, scFv-anti-DSG3-GFP binding, flow cytometry; active compounds read low; binding (percent of control), % at 10 µM; 0.48% of 310,000 active;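 active means binding more than 3 SD below its plate's average and above zero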;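 further: hits lower antibody fragment binding to DSG3; some compounds called inactive have numbers as strong as hits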
DAGLB inh: diacylglycerol lipase beta (human) inhibition; 0.059% of 340,000 active; HEK293T DAGLB membrane lysate, EnzChek fluorogenic substrate; inhibition, % at 5.17 µM; in the data active means inhibition above about 34%;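 further: 0% = enzyme with vehicle and 100% = wells lacking enzyme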
Keap1-Nrf2 PPI: inhibitors of human Keap1-Nrf2 protein-protein interaction. Q14145. Keap1 Kelch-Nrf2 peptide fluorescence polarization, 1536-well. inhibition, % at 9.4 µM. 0.15% of 340,000 active. AID 504523; in the data active means inhibition above about 12%;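 further: human Keap1 Kelch domain with fluorescein labeled Nrf2 9mer peptide probe; 0% = neutral control wells and 100% = peptide positive control; higher means more block of Keap1 binding to Nrf2 peptide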
Target sequence (Q14145 whole entry, looked up, the tested form may be a part): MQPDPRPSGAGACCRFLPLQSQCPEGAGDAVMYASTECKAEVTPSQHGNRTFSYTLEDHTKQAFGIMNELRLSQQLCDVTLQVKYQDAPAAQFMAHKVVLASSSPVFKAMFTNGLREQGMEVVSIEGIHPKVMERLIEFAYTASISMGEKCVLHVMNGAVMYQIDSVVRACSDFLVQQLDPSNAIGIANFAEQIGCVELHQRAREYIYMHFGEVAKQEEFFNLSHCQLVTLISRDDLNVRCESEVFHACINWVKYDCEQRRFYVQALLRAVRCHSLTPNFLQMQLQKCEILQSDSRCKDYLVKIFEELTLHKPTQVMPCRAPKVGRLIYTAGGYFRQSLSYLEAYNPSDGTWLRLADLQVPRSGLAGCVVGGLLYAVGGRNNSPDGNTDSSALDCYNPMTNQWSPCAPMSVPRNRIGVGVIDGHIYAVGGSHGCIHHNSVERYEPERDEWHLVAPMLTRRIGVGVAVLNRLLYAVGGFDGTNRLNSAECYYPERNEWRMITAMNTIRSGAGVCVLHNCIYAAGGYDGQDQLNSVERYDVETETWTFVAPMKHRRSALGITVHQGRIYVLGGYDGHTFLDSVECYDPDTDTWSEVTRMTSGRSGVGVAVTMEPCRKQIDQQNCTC
C-LANA FP: inhibitors of KSHV LANA C-terminal domain DNA binding; MBP-C-LANA/FAM-LBS DNA binding, fluorescence polarization; inhibition, % at 9 µM; 0.078% of 340,000 active;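 active means highest replicate inhibition at or above 60% at 9 µM, even if other replicates fall short; inactive means all replicates below 60% inhibition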;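 further: 0% = neutral control wells and 100% = 4 µM acridine orange control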
Numbers without * were called inactive; . = not tested or not shown. This is a subset; the hit share may differ from the screen's.

compound	NSD2 HMT inh	RTF Ca sens inh	CAL PDZ FP-1	CAL PDZ FP-2	Arrestin-AP2 inh	V-ATPase pH	Pemphigus Ab inh	DAGLB inh	Keap1-Nrf2 PPI	C-LANA FP
COc1cccc(-c2nnc3sc(-c4ccco4)nn23)c1	-1.3	-5.0	-3.3	-2.7	0.4	-1.7	103.1	-6.5	-1.8	-1.0
Cc1ccc(N=Cc2c(O)n(C)c(=O)n(C)c2=O)nc1	1.0	-3.1	-2.1	0.6	7.3	1.2	82.4	-1.1	-0.3	0.9
O=C(CN1C(=O)c2ccccc2C1=O)N1CCN(c2nnc(-c3ccccc3)c3ccccc23)CC1	0.0	-11.0	-1.5	2.0	7.3	-1.2	.	-0.9	-5.5	1.4
O=C(NCCc1ccccc1)c1cc(S(=O)(=O)N2CCOCC2)ccc1F	.	2.0	-1.5	-0.6	-7.9	-1.9	.	-2.4	-5.2	0.9
COc1ccc2[nH]c(=O)c(CN(c3ccccc3OC)S(=O)(=O)c3ccccc3)cc2c1	.	1.0	1.0	0.4	2.4	0.0	97.7	-1.9	-2.4	0.8
CC(=O)NCC(=O)OCc1ccc([N+](=O)[O-])cc1	-3.5	-0.4	0.7	-2.6	2.5	1.1	.	2.8	-5.3	-1.9
O=C(NCCNC(=O)c1ccccn1)c1cccc(F)c1	3.4	-12.9	0.1	.	-12.7	-2.5	126.7	1.1	-1.9	-0.4
O=C(O)/C(=C\c1ccc(Cl)c([N+](=O)[O-])c1)c1ccc(S(=O)(=O)N2CCCC2)s1	49.4	4.2	-0.7	-2.3	0.9	2.2	95.3	6.7	2.2	6.0
Cc1ccc(Cn2c(/C=C/c3ccco3)nc3ccccc32)cc1	2.2	-2.2	-2.4	-0.5	16.4	-1.2	145.8	3.5	-6.1	2.9
CCSc1nc2sc3c(c2c(=O)n1-c1ccccc1)CCN(C)C3	5.6	-8.3	-1.6	-2.2	17.9	-3.7	110.9	3.8	-3.3	-3.3
COC(=O)C1=C(C(=O)OC)C2(OC1c1ccc(Br)cc1)C(=O)c1ccccc1C2=O (stereo not given)	2.1	-4.0	-0.7	-5.0	8.0	5.9	.	3.3	-3.6	0.2
CCOc1ccc(OCCC(=O)OCC(=O)Nc2cccc(S(=O)(=O)N3CCCCC3)c2)cc1	0.3	-5.1	-1.8	-3.0	7.6	0.5	105.5	-3.3	-4.6	0.2
O=C(/C=C/c1ccc(OCc2cccc(Cl)c2)cc1)N1CCOCC1	-1.6	-6.8	-1.2	.	-3.6	1.0	98.2	-2.0	-0.6	-1.2
Cc1cccc2nc(CSc3nnnn3-c3ccccc3)cn12	2.2	-10.2	-2.4	2.9	11.0	0.9	99.4	-5.8	2.2	-1.7
COc1cc(/C=N/NC(=O)c2ccc3c(c2)OCCO3)c(Br)c(Br)c1O	6.4	-2.2	1.1	-2.3	-3.9	-1.2	106.8	1.5	-1.0	-0.4
Cc1ccc(-n2nc3c(c2NC(=O)c2ccc4c(c2)OCO4)CS(=O)C3)cc1 (stereo not given)	-3.5	-12.8	-2.7	-4.8	-8.4	-0.9	106.1	-1.2	2.0	0.5
Cc1nc([N+](=O)[O-])cn1CC(=O)c1ccc(F)cc1	-3.6	-4.9	-0.1	5.7	-5.7	-1.7	107.2	0.3	2.4	-0.9
CCc1ccccc1NC(=O)Cn1c(=O)n(-c2ccc(CC(=O)NCC3CCCO3)cc2)c(=O)c2ccccc21 (stereo not given)	2.9	-2.6	0.1	-2.3	7.2	-1.0	97.8	-1.6	-2.9	-1.4
COc1ccc(CCNC(=O)CSCc2c(F)cccc2Cl)cc1OC	-2.0	-6.7	-0.4	-0.5	2.2	-1.8	103.2	-0.9	1.9	-2.1
Cc1cc(SCC(=O)N(C)C2CCS(=O)(=O)C2)nc2c(C)cccc12 (stereo not given)	2.9	0.5	-3.9	-4.2	8.2	1.1	101.5	-1.3	-3.4	0.0

Record cards (already shown).
Cc1nc([N+](=O)[O-])cn1CC(=O)c1ccc(F)cc1 in the list: NSD2 HMT inh: -3.6; RTF Ca sens inh: -4.9; CAL PDZ FP-1: -0.1; CAL PDZ FP-2: 5.7; Arrestin-AP2 inh: -5.7; V-ATPase pH: -1.7; Pemphigus Ab inh: 107.2; DAGLB inh: 0.3; Keap1-Nrf2 PPI: 2.4; C-LANA FP: -0.9
Cc1cccc2nc(CSc3nnnn3-c3ccccc3)cn12 in the list: NSD2 HMT inh: 2.2; RTF Ca sens inh: -10.2; CAL PDZ FP-1: -2.4; CAL PDZ FP-2: 2.9; Arrestin-AP2 inh: 11.0; V-ATPase pH: 0.9; Pemphigus Ab inh: 99.4; DAGLB inh: -5.8; Keap1-Nrf2 PPI: 2.2; C-LANA FP: -1.7

(continued)
compound	NSD2 HMT inh	RTF Ca sens inh	CAL PDZ FP-1	CAL PDZ FP-2	Arrestin-AP2 inh	V-ATPase pH	Pemphigus Ab inh	DAGLB inh	Keap1-Nrf2 PPI	C-LANA FP
CCN(CC)c1ccc(NC(=O)CCCCCN2C(=O)c3ccccc3C2=O)cc1	2.1	2.3	-0.3	.	10.8	-1.1	.	1.6	-2.3	-0.5
Cc1ccc(OCC(O)CN2CCN(c3ccccn3)CC2)c(C)c1 (stereo not given)	-0.4	-5.3	0.1	-1.0	11.7	-0.4	105.8	-5.9	-0.4	0.7
CCN(C[C@H]1N[C@@](C)(C(=O)OC)[C@H]2C(=O)N(Cc3ccccc3)C(=O)[C@@H]12)C(=O)COC	.	-1.3	0.6	-2.6	24.2	1.3	96.3	-2.7	1.9	-1.1
CCOC(=O)C1CCN(C(=O)c2cccnc2)CC1	2.7	-7.0	-0.3	-0.7	24.4	-5.3	.	0.6	-7.2	-0.3
O=C(NCc1ccccc1Cl)c1ccc(Cn2cc(C(F)(F)F)ccc2=O)cc1	1.4	-2.1	-1.9	.	32.7	2.8	101.3	-0.2	2.0	-0.5
C[C@H](NC(=O)c1nc[nH]c1C(=O)NCc1ccccc1)C(=O)OC(C)(C)C	.	-12.5	-0.3	-4.4	2.1	-5.5	98.6	-0.7	0.9	1.7
COc1ccc(-c2noc(CN3CCCCC3)n2)cc1OC	0.3	-4.5	-3.9	-0.7	-1.6	0.4	100.3	1.4	-4.2	0.3
O=C(COC(=O)c1ccc(O)cc1)Nc1ccccc1	-4.2	2.6	-1.8	-0.9	32.4	3.2	111.4	-4.1	-4.4	-2.1
COC(=O)c1cccc(S(=O)(=O)N2CCCC2)c1	-1.9	-9.7	-0.2	-1.2	20.8	3.4	98.3	-0.6	0.3	-0.7
O=C1CNC(c2ccccc2)C(c2ccccc2)N1 (stereo not given)	-2.6	.	.	.	.	-0.2	98.0	-4.0	.	.
CCOC(=O)c1c(C)oc2c1c(C=NCc1ccccn1)c(O)c1ccccc12	.	-38.0	1.1	-3.7	-1.9	0.7	97.8	5.8	-2.4	2.9
CCC(=O)N1CCN(c2ccccc2NC(=O)c2ccc(-c3cccc([N+](=O)[O-])c3)o2)CC1	-2.0	-5.2	-2.1	-2.0	-0.8	-1.2	84.2	1.8	-3.3	1.0
Cc1ccc(C)c(OCC(O)CNC2CCCC2)c1 (stereo not given)	22.9	0.3	-0.7	-7.5	-8.4	-0.6	123.1	-2.3	-4.0	-0.1
COC(=O)Oc1c(Br)c(=O)oc2ccccc12	.	-23.9	-0.7	-1.7	-7.8	2.4	.	1.2	-0.7	-1.0
CC(=O)Nc1cc2c(cc1NC(=O)Cn1nc(-c3ccccc3)ccc1=O)OCCO2	-2.6	-8.0	-0.3	-1.3	4.9	-2.0	100.8	-0.3	-3.6	-0.6
COc1ccc(C(=O)COC(=O)C(C)N2C(=O)C3C4CCC(C4)C3C2=O)cc1 (stereo not given)	-3.0	5.7	-0.7	.	21.3	-1.8	.	-4.7	-2.8	-0.4
C=CC[C@H]1CC(C)=C[C@H](CC=C)N1	3.2	-14.6	-0.1	-1.2	-0.3	-1.2	105.1	1.5	3.9	0.0
CC1CC(N(C(=O)c2ccccc2Cl)c2ccccc2)c2ccccc2N1 (stereo not given)	-3.9	-6.4	-1.3	-3.4	-6.7	-3.9	106.4	-2.5	-0.1	-0.1
Cc1cc2ncc(S(C)(=O)=O)c(N)n2n1	-1.7	9.2	-1.0	55.6*	17.0	-2.0	.	0.7	2.2	-2.9
COC(=O)CC1COc2ccccc2N1C(=O)/C=C/c1ccccc1 (stereo not given)	3.3	-1.6	-1.7	-14.6	11.8	-2.1	109.6	-3.0	2.2	-4.7
CSc1nc2sccc2c(=O)[nH]1	1.6	-8.0	-0.5	2.6	-2.2	-4.1	97.7	-3.3	0.0	-0.3
Cc1cc(Nc2ccccc2)n(-c2ccc(Br)cc2)n1	-1.4	7.4	0.2	-5.6	-2.2	-1.2	101.0	-3.8	0.8	-1.7
Cc1ccc(NC(=O)CN2CCN(C)CC2)cc1S(=O)(=O)N1CCOCC1	3.5	0.2	-0.5	-2.5	-9.6	-0.4	104.4	1.3	7.4	3.1
CCCCC(=O)Nc1ccc(C(=O)N2CCC(C(=O)OCC)CC2)cc1	0.9	4.2	1.1	-1.0	-5.8	-2.6	87.9	1.3	1.1	-1.6
Cc1ccc(S(=O)(=O)N2[C@@H](c3cccc(C)c3)C(C(=O)O)=C[C@H]2C(C)(C)C)cc1	.	-3.4	0.6	-6.7	25.1	3.0	106.7	3.7	-5.0	2.8
CCOC(=O)[C@H]1[C@H]2COc3ccc(Br)cc3[C@@H]2N2C(=O)CN(Cc3ccco3)C(=O)[C@@]12C	.	-14.9	-1.9	-6.3	-6.4	0.5	104.7	-0.2	-6.0	-0.8
COC(=O)c1cnn(-c2nc(OC)cc(OC)n2)c1C	-1.5	4.6	0.5	-4.5	-3.0	1.6	102.4	0.4	-6.1	0.3
CC(=O)NC(NC(C)=O)c1ccc(Br)cc1	-0.9	-2.2	.	-2.3	3.8	9.4	94.1	1.5	-1.5	1.2
COc1ccc(/C=N/NC(=O)CNC(=O)/C=C/c2ccccc2OC)cc1	0.0	8.4	-2.5	-0.9	-7.1	4.1	93.8	-0.6	-3.5	0.2
C=C[C@@H]1c2cccc(C)c2N(S(=O)(=O)c2ccc(C)cc2)[C@H](c2ccccc2)C1(C#N)S(=O)(=O)c1ccccc1 (stereo not given in full)	.	-2.1	-1.0	-1.4	6.9	1.2	93.3	-6.6	-2.7	0.6
COc1ccc(CCNC(=O)C/C(C)=N/NC(=O)C(c2ccccc2)c2ccccc2)cc1OC	-1.1	-4.5	-1.3	-3.7	-17.9	-4.0	107.8	-0.1	0.3	-2.6
COc1ccc(/C=C/C(=O)OCC(=O)NC2CCCCCC2)cc1	1.6	.	.	.	.	0.7	98.2	-3.4	.	.

Source: PubChem BioAssay (several laboratories)
